GBA enhancer = increases beta-glucosidase activity in Gaucher fibroblasts. hit rate 0.44% among 30,000. L444P Gaucher fibroblasts, 4-MU-glucoside fluorescence, 3 days. AID 784. activation, % at 10 µM; in the data active means activation above about 65%;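 further: 0% = vehicle wells and 100% = positive control wells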
Target sequence (P04062 whole entry L483P): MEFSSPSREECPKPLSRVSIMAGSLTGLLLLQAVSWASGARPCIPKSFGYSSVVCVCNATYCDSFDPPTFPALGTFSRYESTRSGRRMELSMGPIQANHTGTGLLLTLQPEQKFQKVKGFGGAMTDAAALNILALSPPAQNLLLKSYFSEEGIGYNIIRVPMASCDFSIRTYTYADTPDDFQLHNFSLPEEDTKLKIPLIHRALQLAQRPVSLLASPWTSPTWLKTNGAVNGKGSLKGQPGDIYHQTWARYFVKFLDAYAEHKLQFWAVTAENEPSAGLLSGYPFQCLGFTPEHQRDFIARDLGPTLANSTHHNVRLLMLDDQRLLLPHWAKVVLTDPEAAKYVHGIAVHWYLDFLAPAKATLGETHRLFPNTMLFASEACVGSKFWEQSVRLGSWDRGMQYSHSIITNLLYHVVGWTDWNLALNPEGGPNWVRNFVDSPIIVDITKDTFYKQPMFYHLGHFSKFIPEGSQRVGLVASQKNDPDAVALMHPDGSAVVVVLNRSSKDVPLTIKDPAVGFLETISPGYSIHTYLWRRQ
Active calls of the source: *. Only part of the results is shown; the hit share may differ from the screen's.

#	molecule	GBA enhancer
1	Cc1ccc(NC(=O)C2CC=CCC2C(=O)N2CCCCC2)cc1 (stereo not given)	-34
2	COc1ccc(C(=O)CSc2nnc(-c3ccc(S(=O)(=O)N4CCOCC4)cc3)o2)cc1	-21
3	Cc1cn2nc(N)c3ccccc3c2n1	5
4	C[C@]12C=CC(=O)C=C1CC[C@@H]1[C@@H]2[C@@H](O)C[C@@]2(C)[C@H]1CC[C@]2(O)C(=O)COC(=O)CCC(=O)O	-6
5	CCOCC(=O)Nc1cc(C(=O)OC)ccc1C(=O)OC	12
6	O=c1c2ccccc2nc(COc2ccccc2)n1/N=C/c1ccco1	6
7	COc1cc(C2c3c(-c4ccccc4)n[nH]c3C(=O)N2c2ccccc2)ccc1O (stereo not given)	-18
8	CCCNC(=O)c1c(C)cc(=O)oc1C	-59
9	CCNC(=O)N1c2ccc(OCC)cc2C(C)=CC1(C)C	2
10	COc1cccc(CNc2nc3ccccc3n2CCN2CCCCC2)c1	-3

New compounds follow:
#	molecule	GBA enhancer
11	O=c1c(-c2ccccc2)c(O)nc2ccccn12	1
12	O=C1c2cccnc2-c2ncccc21	47
13	Cc1ccc(S(=O)(=O)n2nc(OC(=O)c3ccco3)cc2N)cc1	-24
14	O=C1CC(N2CCOCC2)C(=O)N1CCN1C(=O)CC(N2CCOCC2)C1=O (stereo not given)	0
15	CS(=O)(=O)N(CC(=O)NCCSC1CCCCC1)c1ccc2c(c1)OCO2	-44
16	O=C(NCN1C(=O)C2C3C=CC(C3)C2C1=O)OC1CCCCC1 (stereo not given)	0
17	O=C(CSc1nnc(-c2cccnc2)n1Cc1ccccc1)N1CCOCC1	-47
18	CC(=O)OCCN1C(=O)c2cccnc2C1=O	18
19	COc1ccc(OCC(=O)Nc2ccccc2OC)cc1	-21
20	O=C(CN1C(=O)NC2(CCCCCCC2)C1=O)NC(=O)NCc1ccco1	25

Along the list, as entered above:
GBA enhancer, nos. 11 to 20: 1, 47, -24, 0, -44, 0, -47, 18, -21, 25

(next part)
#	molecule	GBA enhancer
21	NC(=O)Nc1ccc(Oc2c(F)c(F)c(F)c(F)c2F)cc1	-13
22	COCCCn1c(C(C)C)nc2oc3cc(OC)ccc3c(=O)c2c1=O	9
23	CCc1ccccc1NC1=NCC(=O)N1Cc1ccc2c(c1)OCO2	4
24	CC1(C(=O)NC2CCCCCCC2)CCC(=O)N1Cc1ccco1 (stereo not given)	-10
25	CCOC(=O)COc1ccc(C(=O)c2ccccc2)c(O)c1	2
26	CCn1cc(C(=O)NCc2ccco2)c(=O)c2cc(S(=O)(=O)N3CC(C)CC(C)C3)ccc21 (stereo not given)	-17
27	CC(=O)Oc1cc2c(C(=O)NCCCN3CCOCC3)c(C)oc2c2ccccc12	-8
28	Cc1ccc(NC(=O)C(C)N2C(=O)c3ccccc3C2=O)cc1 (stereo not given)	-4
29	CSc1nnc2n(CCc3ccccc3)c(=O)c3c4c(sc3n12)CCCC4	15
30	NC(=O)CN(c1ccccc1)C1SC(=O)N(Cc2ccccc2)C1=O (stereo not given)	-12

Molecules listed so far containing two or more sulfur atoms (3):
#	molecule	GBA enhancer
2	COc1ccc(C(=O)CSc2nnc(-c3ccc(S(=O)(=O)N4CCOCC4)cc3)o2)cc1	-21
15	CS(=O)(=O)N(CC(=O)NCCSC1CCCCC1)c1ccc2c(c1)OCO2	-44
29	CSc1nnc2n(CCc3ccccc3)c(=O)c3c4c(sc3n12)CCCC4	15

Next part:
#	molecule	GBA enhancer
31	CC1Cc2ccccc2N1C(=O)CSc1nnc(NC(=O)Cc2cccs2)s1 (stereo not given)	-5
32	COc1cccc(C(c2nnnn2C(C)(C)C)N2CCN(C3CCCCC3)CC2)c1OC (stereo not given)	-13
33	Cc1c(C(C)NC(=O)Nc2ccc(F)cc2F)cnn1C (stereo not given)	-9
34	O=C(NC1CCCC1)c1ccc2nc[nH]c2c1	-33
35	CN(C)CCCNc1c2c(c(C#N)c3nc4ccccc4n13)CCC2	11
36	CS(=O)(=O)N(CC(=O)N1CCN(c2ccccc2F)CC1)c1ccc2c(c1)OCCO2	-8
37	CC(C)(O)c1cn(-c2nonc2N)nn1	-2
38	Cc1ccc(Cn2nnc3c(=O)n(CC(=O)N4CCCc5ccccc54)cnc32)cc1	-10
39	COc1cc(NC(=O)c2ccc(NS(=O)(=O)c3c(C)noc3C)cc2)cc(OC)c1	19
40	N#Cc1ccc(NC(=O)C2CC(c3ccc(F)cc3)=NO2)cc1 (stereo not given)	-14

Next part.
#	molecule	GBA enhancer
41	O=C(NC1CCN(C(=O)N2CCOCC2)CC1)c1ccccc1	30
42	COc1ccccc1N1CCSC1C(N)=O (stereo not given)	-35
43	CCOc1ccc(OCC)c(S(=O)(=O)N2CCCCC2)c1	-19
44	CCOC(=O)C1CCN(C(c2cc3ccc(C)c(C)c3[nH]c2=O)c2nnnn2C2CCCCC2)CC1 (stereo not given)	-1
45	COCCSc1nnc(NC(=O)CSc2ccccc2)s1	-2
46	Cn1nnnc1SCc1nnc(-c2ccc(Cl)cc2)o1	-2
47	CCOC(=O)C1CCCN(S(=O)(=O)c2cc(OCC(N)=O)c(C)cc2Cl)C1 (stereo not given)	-20
48	CCN(CC(=O)Nc1ccc(OC)c(OC)c1)S(=O)(=O)c1ccc(C)cc1	-17
49	Cc1cccc(-n2c(SCC(=O)NCc3ccco3)nc3ccccc3c2=O)c1	-4
50	O=C(NC1CCCC1)C(c1ccc(N2CCOCC2)cc1)N(Cc1ccccc1)C(=O)c1ccco1 (stereo not given)	-4

Next records follow.
#	molecule	GBA enhancer
51	CCOC(=O)C1CCCN(S(=O)(=O)c2ccc(C)cc2)C1 (stereo not given)	-3
52	O=C1c2ccccc2C(=O)N1CCc1nc2ccccc2c(=O)n1Cc1ccco1	-10
53	COC(=O)Cn1c(CN(Cc2ccccc2)Cc2ccccc2)nc2c1c(=O)[nH]c(=O)n2C	7
54	Cn1c(C2CCCN2C(=O)OC(C)(C)C)n[nH]c1=S (stereo not given)	-21
55	CCn1c(Cc2ccccc2)nnc1SCC(=O)NC(C)(C)C	-32
56	CCOC(=O)C1CCN(c2cc(=O)n(-c3ccccc3Cl)c(=O)[nH]2)CC1	-40
57	c1cncc(-c2nnc(SCCSc3nnc(-c4cccnc4)o3)o2)c1	-16
58	Cc1ccc2[nH]c3c(c2c1)CN(C(=O)CN1CCN(c2cccc(C)c2C)CC1)CC3	-6
59	O=C(N1CCCCCC1)N1CCN(S(=O)(=O)N2CCOCC2)CC1	-22
60	CC(C)C(NC(=O)c1ccccc1)C(=O)NCc1ccccn1 (stereo not given)	-7

Given field by field: entries from further up.
8	CCCNC(=O)c1c(C)cc(=O)oc1C
  GBA enhancer: -59

9	CCNC(=O)N1c2ccc(OCC)cc2C(C)=CC1(C)C
  GBA enhancer: 2

10	COc1cccc(CNc2nc3ccccc3n2CCN2CCCCC2)c1
  GBA enhancer: -3

11	O=c1c(-c2ccccc2)c(O)nc2ccccn12
  GBA enhancer: 1

The results go on.
#	molecule	GBA enhancer
61	CCC(=O)N1C(=O)CCN(C(C)=O)c2ccccc21	13
62	COc1ccccc1CNC(=O)C1COc2ccccc2O1 (stereo not given)	-1
63	COCCN(C(C)=O)c1nnc(-c2ccccn2)s1	-10
64	COc1ccc(Nc2nc(N)nc(CN3CCOCC3)n2)cc1	0
65	Cc1ccc(OCCN2CCN(C(=O)CCC(=O)Nc3nnc(C(C)C)s3)CC2)cc1	-5
66	CCN1C(=O)CSc2ccc(C(=O)NCc3ccco3)cc21	0
67	Cn1c(C(=O)N2CCN(C(=O)c3ccco3)CC2)cc2c(=O)n3ccccc3nc21	-3
68	CCCC(=O)N(c1ccc(OC)cc1)C1C=CS(=O)(=O)C1 (stereo not given)	-4
69	CCCCNC(=O)C1CC(=O)N(CCC(C)C)C1 (stereo not given)	-32
70	COc1ccccc1C1=NOC(Cn2c(=O)c3c(ncn3C)n(C)c2=O)C1 (stereo not given)	-1

Next structures.
#	molecule	GBA enhancer
71	NS(=O)(=O)c1ccc(NC(=O)CCc2ccccc2)cc1	2
72	O=C1C(Cl)=C(N2CCCCCC2)C(=O)N1c1ccccc1	44
73	Cc1occc1-c1nnc(SCC(=O)N2CCN(c3ccccc3F)CC2)n1C	33
74	CC1(C)CC(n2c(NCCO)nc3c(c2=O)C2(CCCC2)Cc2ccccc2-3)CCO1 (stereo not given)	-6
75	O=C(CN1CCN(c2ccc(F)cc2)CC1)N1CCOCC1	-65
76	CC1=C(C(=O)OC2CCCCCC2)C(c2ccc(C)o2)C2=C(CCCC2=O)N1 (stereo not given)	-9
77	Cc1ccc(Cl)c(Nc2ccccc2C(=O)O)c1Cl	-26
78	Cc1nc(NCC2CCCO2)nc2c1C(=O)CC(C)C2 (stereo not given)	-7
79	CC1CCCCN1S(=O)(=O)c1ccc(C(=O)Nc2nnc(-c3cccs3)o2)cc1 (stereo not given)	-5
80	Nn1cc(-c2ccccc2)nc1SCC(=O)N1CCN(S(=O)(=O)c2ccc(Cl)cc2)CC1	-10

Other records
#	molecule	GBA enhancer
81	COC(=O)C1C(=O)C2=C(CC1C)NC(=O)CC2c1cccc(C)c1 (stereo not given)	-17
82	Cc1cccc(C)c1NC(=O)N1CCN(C2CCCCC2)CC1	-23
83	CCc1ccc(-c2nnn(Cc3nc4ccccc4s3)n2)cc1	-15
84	Cc1onc(-c2ccccc2)c1C(=O)Nc1nnc(-c2ccncc2)s1	9
85	Nn1c(SC/C=C/c2ccccc2)nnc1-c1ccco1	15
86	Cn1c(=O)c2ncn(CC(=O)NCCOc3ccc(C(C)(C)C)cc3)c2n(C)c1=O	0
87	COc1ccc2cc(C(c3nnnn3C(C)(C)C)N3CCSCC3)c(=O)[nH]c2c1 (stereo not given)	-9
88	CNC(=O)CN(c1ccc(OC)cc1)S(=O)(=O)c1ccc(F)cc1	9
89	C=CCn1c(C)cc(C(=O)CSc2nc3ccccc3o2)c1C	-23
90	Cc1ccc(C)c(NC2=CC(=O)CC(C)(C)C2)c1C#N	-21

The list continues.
#	molecule	GBA enhancer
91	COc1ccccc1C(=O)NCC(c1cccnc1)N(C)C (stereo not given)	-7
92	CCCC12CN3CC(CCC)(CN(C1)C3C(O)C(O)C(O)CO)C2=O (stereo not given)	6
93	O=C(COC(=O)c1cccc(S(=O)(=O)N2CCN(c3ccccc3)CC2)c1)NCc1ccco1	-21
94	COc1ccc2cc(C#N)c(NC(C)C)nc2c1	-31
95	CCn1c(SCC(=O)Nc2nc3ccccc3s2)nnc1-c1ccc(OC)cc1	-48
96	Cc1ccc(-n2c(Cc3cccs3)nnc2SCC(=O)Nc2ccc(S(N)(=O)=O)cc2)cc1	-6
97	Cc1ccc(-c2nnn(CC(=O)N(CC(=O)NCC3CCCO3)c3ccc(F)c(Cl)c3)n2)o1 (stereo not given)	-10
98	O=C(Nc1nncs1)c1ccc(Br)c(S(=O)(=O)N2CCCC2)c1	-4
99	Oc1c(-c2cc(-c3ccco3)[nH]n2)ccc2ccccc12	10
100	O=C1CCCCCN1CP(=O)(O)CN1CCOCC1	-22

Following part.
#	molecule	GBA enhancer
101	CCN(CC)c1nc2cc(OC)ccc2cc1C#N	-29
102	COCCn1nnnc1C(c1ccccc1)N1CCN(Cc2ccc3c(c2)OCO3)CC1 (stereo not given)	-15
103	O=C(CSc1ncn[nH]1)NC1CC2CCC1C2 (stereo not given)	-43
104	Cc1cc(CN2C(=O)c3ccccc3C2=O)cc(N2CCOCC2)c1	1
105	C=CCn1c(COc2ccccc2F)nnc1SCC(=O)NC(=O)NCc1ccco1	-5
106	CCOC(=O)c1c(NC(=O)CSc2nnc(-c3ccc(OC)cc3)o2)sc2c1CCC2	-11
107	CCn1c(SC(C)C)nnc1-c1c[nH]c2ccccc12	-8
108	O=C(COc1ccccc1)NCCn1ccc2ccccc21	-1
109	O=C(NCc1cccs1)C1CCN(S(=O)(=O)N2CCCC2)CC1	10
110	O=C(NC1CCCC1)c1cccc(S(=O)(=O)N2CCCCC2)c1	-2

Next section.
#	molecule	GBA enhancer
111	Cc1c(C(=O)Nc2ccc(Cl)cn2)oc2ccccc12	-8
112	c1ccc(-c2cnc(CSc3nnc4ccccn34)o2)cc1	-11
113	O=C(CSc1ncnc2c1oc1ccccc12)Nc1ccccc1F	-15
114	Cc1nc(Nc2ccc3c(c2)OCCO3)c2oc3ccccc3c2n1	-18
115	CCOC(=O)COC(=O)c1ccc(O)cc1	-18
116	Cc1cccc(-c2nnc(-c3ccccc3)o2)c1	6
117	O=c1nc(-c2ccccc2)c2ccccc2[nH]1	22
118	Cc1noc(C)c1CSc1nnc2c(C)cc3ccccc3n12	-17
119	Cn1ccnc1SCc1cn2ccccc2n1	14
120	Cc1ccc(CN2CC34C=CC(O3)C(C(=O)NCc3ccco3)C4C2=O)cc1 (stereo not given)	-41

(continued)
#	molecule	GBA enhancer
121	COc1cc(C(=O)N2CCCC(c3nc(-c4cccs4)no3)C2)cc(OC)c1OC (stereo not given)	-22
122	CCCCCNC(CC(=O)Nc1ccc(OC)cc1)C(=O)O (stereo not given)	0
123	CCOC(=O)c1cccnc1SCC(=O)NC(C)CC (stereo not given)	-30
124	CCOC(=O)C1=C(CSc2n[nH]c(N)n2)NC(=O)NC1C (stereo not given)	3
125	Cc1cc(NC(=O)CCC2COc3ccccc3O2)no1 (stereo not given)	-2
126	CCS(=O)(=O)N1CCCC(C(=O)N2CCc3ccccc3C2)C1 (stereo not given)	-2
127	Cc1ccc(S(=O)(=O)Nc2nonc2C)cc1	-12
128	O=C1CC(c2ccccc2)Cc2nc(NCc3ccco3)ncc21 (stereo not given)	3
129	CCN(CC)Cc1csc(C(N)=O)c1	1
130	Cc1cc(=O)[nH]c(/N=C(\N)Nc2cccc3ccccc23)n1	-12

(further entries)
#	molecule	GBA enhancer
131	CC(C)COc1ccc(C(=O)N(Cc2ccco2)C2CCS(=O)(=O)C2)cc1 (stereo not given)	-53
132	COc1ccccc1-c1n[nH]c(=S)o1	-42
133	CCOC(=O)c1c(C2COc3ccccc3O2)csc1NC(=O)c1ccco1 (stereo not given)	54
134	COCCSc1ccccc1C(=O)Nc1nncs1	-5
135	COc1ccc(CNC(=O)c2c(O)c3cccc4c3n(c2=O)CCC4)cc1OC	-10
136	COc1cc(OC)cc(C(=O)OCc2cc3ccccc3[nH]c2=O)c1	-4
137	COC(=O)c1ccccc1NC(=O)C(CCS(C)(=O)=O)NC(C)=O (stereo not given)	-4

Screening data as filed in PubChem BioAssay.
